Assay outcomes: PubChem BioAssay, several laboratories
BCLXL inh: inhibitors of human Bcl-xL. Q07817. GST-Bcl-xL / FITC-Bim BH3 peptide fluorescence polarization. actives 0.7% (n = 320,000). inhibition, % at 10.9 µM;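 active means inhibition above the mean of all tested compounds plus 3 SD, cutoff set per campaign, cut at about 30% in these data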;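 further: 0% = DMSO wells and 100% = unlabeled Bim-BH3 peptide competitor; inhibitors lower millipolarization by displacing the labeled peptide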
Target sequence (Q07817 whole entry, looked up): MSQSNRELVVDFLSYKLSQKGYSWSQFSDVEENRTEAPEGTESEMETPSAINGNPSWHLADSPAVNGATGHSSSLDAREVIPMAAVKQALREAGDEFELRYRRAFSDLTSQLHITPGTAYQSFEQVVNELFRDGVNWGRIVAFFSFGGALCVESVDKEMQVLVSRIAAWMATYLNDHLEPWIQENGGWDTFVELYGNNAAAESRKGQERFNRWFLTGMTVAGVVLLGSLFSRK
PME-1 inh: PME-1 (human) inhibition; Q9Y570; recombinant PME-1, FP-Rh probe fluorescence polarization; inhibition, % at 5.9 µM; actives 0.53% (n = 320,000);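 active means inhibition above the campaign mean of all compounds plus 3 SD, cut at about 26% in these data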;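 further: competitive labeling of PME-1 active site by serine hydrolase directed probe; 0% = PME-1 with DMSO and 100% = wells lacking PME-1 enzyme; inhibitors block probe labeling so polarization falls and inhibition rises; many of its hits are not listed in these tables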
Fam108B inh: blocks mouse Fam108B hydrolase in RBBP9 counter-screen | recombinant Fam108B, FP-Rh probe fluorescence polarization | inhibition, % at 9.51 µM | actives 0.33% (n = 300,000) | AID 1947;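 active means inhibition above the screen mean inhibition plus 3 SD, computed separately per campaign, cut at about 18% in these data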;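 further: inhibitors lower polarization as less probe binds the enzyme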
VLA-4 inh: inhibition in a human VLA-4 binding assay. P13612. VLA-4 expressing cells, ligand binding flow cytometry. inhibition, % (about 7 µM as worked out from the volumes in the protocol). actives 0.2% (n = 330,000). AID 2557; in the data active means inhibition above about 50%
GLD-1 TGE inh: GLD-1-TGE RNA interaction inhibition (C. elegans); actives 0.44% (n = 320,000); inhibition, % at 5.96 µM; purified GLD-1 + fluorescein TGE RNA, fluorescence polarization;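 active means percent inhibition above a per-plate cutoff, the plate mean of test compounds plus 3 SD, cut at about 30% in these data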;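 further: 0% = DMSO wells with GLD-1 and probe and 100% = wells lacking GLD-1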
Target sequence (Q17339 whole entry, looked up): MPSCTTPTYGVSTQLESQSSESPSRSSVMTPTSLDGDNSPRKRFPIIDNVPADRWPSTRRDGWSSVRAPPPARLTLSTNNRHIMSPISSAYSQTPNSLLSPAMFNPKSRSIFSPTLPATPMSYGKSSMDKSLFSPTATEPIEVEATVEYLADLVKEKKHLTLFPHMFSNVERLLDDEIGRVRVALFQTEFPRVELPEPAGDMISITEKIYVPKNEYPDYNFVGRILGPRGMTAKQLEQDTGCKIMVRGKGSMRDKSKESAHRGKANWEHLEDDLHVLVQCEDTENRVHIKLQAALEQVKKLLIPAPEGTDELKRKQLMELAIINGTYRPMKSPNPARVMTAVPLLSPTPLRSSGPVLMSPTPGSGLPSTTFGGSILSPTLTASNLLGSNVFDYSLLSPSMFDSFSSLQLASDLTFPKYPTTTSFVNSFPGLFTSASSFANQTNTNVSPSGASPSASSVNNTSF
GRK2 inh: human GRK2 inhibition via aptamer displacement | actives 0.59% (n = 330,000) | AID 488847 | inhibition of aptamer binding, % at 10 µM | bead flow cytometry, FAM-aptamer displacement from GRK2 | P25098;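 active means inhibition of aptamer binding above 40%, roughly 3 SD of noise, on plates passing a quality check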;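 further: median bead fluorescence of bound FAM aptamer so fluorescent compounds give negative values; no value below 0 was filed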
MEX-5 binding: C. elegans MEX-5 TCR-2 RNA binding activity | actives 0.38% (n = 300,000) | Q9XUB2 | AID 1832 | activity score (negative = inhibition of binding), % at 10 µM | MEX-5/FITC-TCR2 RNA binding, fluorescence polarization; stronger effect = lower value;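 active means inhibition past about -25% in most replicates, and total fluorescence under double the plate's negative control median, limit read from the data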;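 further: 0% = DMSO and -100% = 5 µM competing unlabeled TCR2 RNA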
Efflux pump inh: antifungal efflux pump inhibition, Nile Red retention | S. cerevisiae Candida pump triplex | inhibition, % at 10 µM | actives 0.44% (n = 330,000) | AID 485275;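 active means plate passing quality check with inhibition over a set limit, or well fluorescence over plate mean plus 4 SD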;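 further: Nile Red retained in pooled yeast measured as flow cytometry median fluorescence; 0% = buffer negative control and 100% = Enniatin B positive control; higher means more Nile Red kept so more efflux inhibition; some compounds called inactive have numbers as strong as hits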
MCL1 BIM primary: disrupts human MCL1 binding to BIM-BH3 peptide | Q07820 | GST-MCL1 / FITC-Bim-BH3 fluorescence polarization | inhibition, % at 10.9 µM | actives 0.68% (n = 320,000);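 active means inhibition above the mean inhibition of all tested compounds plus 3 SD, set per campaign, cut at about 40% in these data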;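 further: 0% = DMSO wells and 100% = unlabeled Bim-BH3 peptide control; higher means more loss of mP so more displacement of Bim peptide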
Target sequence (Q07820 whole entry, looked up): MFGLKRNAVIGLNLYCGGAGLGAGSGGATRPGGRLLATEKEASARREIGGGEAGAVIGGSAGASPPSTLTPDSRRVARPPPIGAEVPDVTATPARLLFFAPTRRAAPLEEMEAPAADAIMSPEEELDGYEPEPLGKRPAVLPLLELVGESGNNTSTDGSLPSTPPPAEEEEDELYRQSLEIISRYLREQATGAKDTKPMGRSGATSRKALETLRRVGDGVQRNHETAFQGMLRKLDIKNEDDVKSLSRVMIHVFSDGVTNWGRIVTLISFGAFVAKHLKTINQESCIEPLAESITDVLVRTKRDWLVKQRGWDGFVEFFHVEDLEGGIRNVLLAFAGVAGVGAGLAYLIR
An asterisk follows results filed as active.

Start of the data: the first 3 entries as a preview:
What do the screens show for `CC(C)(C)c1ccc(C(=O)NCCC(=O)NNC(=O)COc2ccc(F)cc2)cc1`?
VLA-4 inh: 1; GLD-1 TGE inh: 6; GRK2 inh: 0; Efflux pump inh: -0.2

What do the screens show for `NC(=O)CNCCC(c1ccccc1)c1ccccc1`?
BCLXL inh: 4; PME-1 inh: -1; Fam108B inh: 0; VLA-4 inh: 9; GLD-1 TGE inh: 7; GRK2 inh: 1; Efflux pump inh: 0.2; MCL1 BIM primary: 9

Results for Fc1ccccc1CNC(=S)NC1CCCCC1 ?
VLA-4 inh: -14; GRK2 inh: 0; MEX-5 binding: 1.0; Efflux pump inh: 0.0

The list itself, from the first entry:
What do the screens show for `CC(C)(C)c1ccc(C(=O)NCCC(=O)NNC(=O)COc2ccc(F)cc2)cc1`?
VLA-4 inh: 1; GLD-1 TGE inh: 6; GRK2 inh: 0; Efflux pump inh: -0.2

What do the screens show for `NC(=O)CNCCC(c1ccccc1)c1ccccc1`?
BCLXL inh: 4; PME-1 inh: -1; Fam108B inh: 0; VLA-4 inh: 9; GLD-1 TGE inh: 7; GRK2 inh: 1; Efflux pump inh: 0.2; MCL1 BIM primary: 9

Results for Fc1ccccc1CNC(=S)NC1CCCCC1 ?
VLA-4 inh: -14; GRK2 inh: 0; MEX-5 binding: 1.0; Efflux pump inh: 0.0

What do the screens show for `O=C(C1CCC1)N1CCc2cc(S(=O)(=O)N3CCc4ccccc4C3)ccc21`?
BCLXL inh: 3; PME-1 inh: 4; Fam108B inh: 1; VLA-4 inh: 4; GLD-1 TGE inh: 4; GRK2 inh: 0; MEX-5 binding: 1.7; Efflux pump inh: -0.1; MCL1 BIM primary: 6

What do the screens show for `Cn1c(=O)c2c(nc(CN3CCN(C(=O)c4ccco4)CC3)n2Cc2ccccc2F)n(C)c1=O`?
BCLXL inh: 14; PME-1 inh: 4; Fam108B inh: -3; VLA-4 inh: -1; GLD-1 TGE inh: 3; GRK2 inh: 1; MEX-5 binding: -0.7; Efflux pump inh: -0.1; MCL1 BIM primary: 6

How did COc1ccc(N2CCN(C(c3cccs3)C(C)NC(=O)c3ccco3)CC2)cc1 (stereo not drawn) do in these assays?
BCLXL inh: 7; PME-1 inh: 1; Fam108B inh: -3; VLA-4 inh: 9; GLD-1 TGE inh: 3; GRK2 inh: 0; MEX-5 binding: -2.2; Efflux pump inh: 0.2; MCL1 BIM primary: 2

What do the screens show for `Cc1ccc(SCCC(=O)NCc2ccccn2)cc1`?
BCLXL inh: 4; PME-1 inh: -2; Fam108B inh: 2; VLA-4 inh: 7; GLD-1 TGE inh: 2; GRK2 inh: 2; MEX-5 binding: -0.3; Efflux pump inh: 0.0; MCL1 BIM primary: 9

How did Cc1ccc(N=Cc2c(O)c3ccccc3oc2=O)c(C)c1 do in these assays?
BCLXL inh: 0; PME-1 inh: -7; Fam108B inh: -2; VLA-4 inh: 12; GLD-1 TGE inh: -6; GRK2 inh: 0; MEX-5 binding: -2.3; Efflux pump inh: 0.0; MCL1 BIM primary: -6

What do the screens show for `CC(C)Nc1nc(-c2ccncc2)nc(-c2ccccc2)c1C#N`?
BCLXL inh: 5; PME-1 inh: 3; Fam108B inh: 1; VLA-4 inh: -1; GLD-1 TGE inh: -1; GRK2 inh: 0; MEX-5 binding: 5.1; Efflux pump inh: 0.0; MCL1 BIM primary: 7

Results for CCNCc1nc2cc(Cl)ccc2c(=O)[nH]1 ?
BCLXL inh: 4; PME-1 inh: 1; Fam108B inh: -3; VLA-4 inh: -8; GLD-1 TGE inh: -4; GRK2 inh: 2; MEX-5 binding: -7.2; Efflux pump inh: 0.0; MCL1 BIM primary: 5

What do the screens show for `CCOC(=O)C1=C(CC)Nc2ccccc2N=C1NC(=O)c1ccc(OC)c(S(=O)(=O)N2CCCCC2C)c1` (stereo not drawn)?
BCLXL inh: 6; PME-1 inh: -1; Fam108B inh: 2; VLA-4 inh: 14; GLD-1 TGE inh: -2; GRK2 inh: 1; MEX-5 binding: 3.6; Efflux pump inh: -0.3; MCL1 BIM primary: -3

How did O=C(O)CCC(=O)Nc1ccc(C(=O)OCC(=O)c2ccc(Cl)cc2Cl)cc1 do in these assays?
BCLXL inh: 9; PME-1 inh: -8; Fam108B inh: 2; VLA-4 inh: 5; GLD-1 TGE inh: -2; GRK2 inh: 0; MEX-5 binding: 0.6; Efflux pump inh: 0.0; MCL1 BIM primary: 4

What do the screens show for `O=C(NCc1ccccc1Cl)c1cnc2n(c1=O)CCS2`?
BCLXL inh: 4; PME-1 inh: 0; Fam108B inh: 0; VLA-4 inh: 10; GLD-1 TGE inh: 0; GRK2 inh: 0; MEX-5 binding: 1.1; Efflux pump inh: -0.2; MCL1 BIM primary: -6

Results for O=C(NCCN1CCOCC1)c1cc(-c2ccc(Cl)cc2)on1 ?
BCLXL inh: 2; PME-1 inh: 1; Fam108B inh: 1; VLA-4 inh: -1; GLD-1 TGE inh: 3; GRK2 inh: 2; MEX-5 binding: -1.2; Efflux pump inh: -0.2; MCL1 BIM primary: 11

What do the screens show for `CC(C)(C)NC(=O)C(c1cccs1)N(Cc1ccc(F)cc1)C(=O)c1csnn1` (stereo not drawn)?
BCLXL inh: 6; PME-1 inh: -6; Fam108B inh: -3; VLA-4 inh: -3; GLD-1 TGE inh: -7; GRK2 inh: 3; MEX-5 binding: 1.1; Efflux pump inh: 0.4; MCL1 BIM primary: 8

Results for O=C(CSc1ccc2nnc(CCNC(=O)c3ccc(F)cc3)n2n1)NCc1ccco1 ?
BCLXL inh: 7; PME-1 inh: -2; Fam108B inh: 0; VLA-4 inh: 12; GLD-1 TGE inh: -1; GRK2 inh: 7; MEX-5 binding: -1.5; Efflux pump inh: 0.5; MCL1 BIM primary: 10

How did CCN1CCN(c2ncc(C(=O)N3CCCc4ccccc43)c3ccccc23)CC1 do in these assays?
BCLXL inh: -4; PME-1 inh: -1; Fam108B inh: -1; VLA-4 inh: 0; GLD-1 TGE inh: 6; GRK2 inh: 2; MEX-5 binding: -0.4; Efflux pump inh: 0.1; MCL1 BIM primary: -4

Results for O=C(Nc1cc(Cl)ccc1-n1cncn1)c1ccco1 ?
BCLXL inh: -6; PME-1 inh: 3; Fam108B inh: -5; VLA-4 inh: -8; GLD-1 TGE inh: -1; GRK2 inh: 0; MEX-5 binding: -1.0; Efflux pump inh: -3.7; MCL1 BIM primary: -20

What do the screens show for `CC1CCCCC1NC(=O)c1ccc(S(=O)(=O)NNC(=O)c2ccncc2)cc1` (stereo not drawn)?
BCLXL inh: -2; PME-1 inh: -2; Fam108B inh: -1; VLA-4 inh: -6; GLD-1 TGE inh: 3; GRK2 inh: 0; MEX-5 binding: -1.5; Efflux pump inh: -0.1; MCL1 BIM primary: 0

How did CN(C)CCN(C(=O)c1cccs1)c1nc2cc3c(cc2s1)OCCO3 do in these assays?
BCLXL inh: 1; PME-1 inh: 7; Fam108B inh: 0; VLA-4 inh: 20; GLD-1 TGE inh: -5; GRK2 inh: 0; MEX-5 binding: 2.2; Efflux pump inh: -0.1; MCL1 BIM primary: 6

Results for CC(OC(=O)C1CCN(S(=O)(=O)c2ccc(Cl)cc2)CC1)C(=O)NC1CCCCC1C (stereo not drawn) ?
BCLXL inh: -4; PME-1 inh: 12; Fam108B inh: 2; VLA-4 inh: 14; GLD-1 TGE inh: 3; GRK2 inh: 2; MEX-5 binding: 1.0; Efflux pump inh: -3.0; MCL1 BIM primary: -13

Results for COc1ccc(N2CCN(C(=O)COCC(=O)O)CC2)cc1 ?
BCLXL inh: 8; PME-1 inh: -10; Fam108B inh: 8; VLA-4 inh: 1; GLD-1 TGE inh: -2; GRK2 inh: 5; MEX-5 binding: -0.4; Efflux pump inh: -0.2; MCL1 BIM primary: 10

How did CCN1C(=NCc2ccc(OC)cc2)N[C@@H](c2ccccc2)[C@H](C(=O)OC)[C@H]1C do in these assays?
VLA-4 inh: -20; GLD-1 TGE inh: 2; GRK2 inh: 0; Efflux pump inh: -0.3

How did Cc1cccc(N2CCN(C(=O)Cn3cccc3)CC2)c1C do in these assays?
BCLXL inh: 2; PME-1 inh: -3; Fam108B inh: 4; VLA-4 inh: -6; GLD-1 TGE inh: 4; GRK2 inh: 1; MEX-5 binding: -1.6; Efflux pump inh: 0.1; MCL1 BIM primary: 6

Results for NC(=S)N/N=C/c1ccccc1 ?
BCLXL inh: 4; PME-1 inh: -4; Fam108B inh: -9; VLA-4 inh: 1; GLD-1 TGE inh: 1; GRK2 inh: 5; MEX-5 binding: -4.4; Efflux pump inh: 1.5; MCL1 BIM primary: 4

Results for CC1Cc2cc(/C=C3/SC(N4CCC(C(N)=O)CC4)=NC3=O)ccc2O1 (stereo not drawn) ?
BCLXL inh: 4; PME-1 inh: -3; Fam108B inh: 1; VLA-4 inh: 9; GLD-1 TGE inh: 1; GRK2 inh: 1; MEX-5 binding: -3.2; Efflux pump inh: 0.0; MCL1 BIM primary: 6

What do the screens show for `COc1cc(NS(=O)(=O)c2ccc(NC(=S)NC(=O)c3sc4cc(F)ccc4c3Cl)cc2)nc(OC)n1`?
BCLXL inh: 11; PME-1 inh: -9; Fam108B inh: -11; VLA-4 inh: 2; GLD-1 TGE inh: -3; GRK2 inh: 3; MEX-5 binding: 1.7; Efflux pump inh: 0.0; MCL1 BIM primary: 8

How did CCCCC#Cc1cncc(C(=O)NN)c1 do in these assays?
BCLXL inh: -2; PME-1 inh: -11; Fam108B inh: 1; VLA-4 inh: -2; GLD-1 TGE inh: -3; GRK2 inh: 1; MEX-5 binding: 2.5; Efflux pump inh: -0.2; MCL1 BIM primary: 1

Results for COCCOC(=O)C1=C(C)NC(=O)NC1c1cn(-c2ccccc2)nc1-c1cccs1 (stereo not drawn) ?
BCLXL inh: 9; PME-1 inh: -1; Fam108B inh: 6; VLA-4 inh: 0; GLD-1 TGE inh: 2; GRK2 inh: 3; MEX-5 binding: 0.2; Efflux pump inh: 0.3; MCL1 BIM primary: 9

What do the screens show for `O=C(CSc1nnc(-c2cccs2)n1-c1ccccc1)Nc1ccccc1`?
BCLXL inh: 3; PME-1 inh: 4; Fam108B inh: -2; VLA-4 inh: -6; GLD-1 TGE inh: 6; GRK2 inh: 0; MEX-5 binding: 0.0; Efflux pump inh: -0.1; MCL1 BIM primary: 0

Results for CCOC(=O)C1CCN(C=Nc2cc(C)on2)CC1 ?
BCLXL inh: 3; PME-1 inh: 1; Fam108B inh: -2; VLA-4 inh: 0; GLD-1 TGE inh: 0; GRK2 inh: 0; MEX-5 binding: -0.4; Efflux pump inh: 0.1; MCL1 BIM primary: 0

How did Cc1cccc(C(=O)N2CCCN(C(=O)c3cccc(C)c3)CC2)c1 do in these assays?
BCLXL inh: 2; PME-1 inh: -8; Fam108B inh: 0; VLA-4 inh: 6; GLD-1 TGE inh: 11; GRK2 inh: 0; MEX-5 binding: 2.8; Efflux pump inh: 0.0; MCL1 BIM primary: 2

Some of the compounds tested; rates above refer to the full screens.
